# K1F lysis inhibition: inhibition of K1F phage lysis, E. coli UTI89, bacterial capsule biogenesis inhibitors, alamar blue (AID 488966) | E. coli UTI89 K1F phage lysis, alamar blue, 2 h; higher % means a stronger effect | one-dose inhibition, % at 100 µM; IC50 in µM for titrated hits | hit rate 0.02% among 340,000;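 active = phage lysis inhibition, versus mean bacterial control, above a set limit; inconclusive = no clear call, values can overlap the other calls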;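 note: capsule biogenesis inhibitors block K1F phage lysis so surviving cells raise fluorescence; higher fluorescence means more inhibition of phage lysis; actives were called in the ten point dose series up to 300 µM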
# AID2073: inhibitors of Mint1-CaV2.2 protein interaction, biochemical, HTRF (AID 2073); HTRF protein-protein interaction, Mint1-CaV2.2; higher % means a stronger effect; Voltage-dependent N-type calcium channel subunit alpha-1B (Homo sapiens); inhibition, % at 20 µM; hits with a dose series show IC50 in µM; hit rate 0.19% among 290,000; in the data active = inhibition mostly above about 51%, no sharp cut-off; inconclusive = no clear call, values can overlap the other calls; inactive = mostly below about 53%; note: some results filed as inactive read as strong as hits
# RSV CPE inhibition: RSV antiviral activity via CPE protection, HEp-2 cells, primary 10 µM value included (AID 2391) | HEp-2 cells, RSV-induced CPE inhibition; higher % means a stronger effect | CPE inhibition, % at 10 µM, or IC50 in µM where a hit was titrated | hit rate 0.13% among 310,000; in the data active = a potency from the dose series; inconclusive = CPE inhibition mostly from about 23% at the one dose, without a potency; inactive = the rest, 99 in 100 with CPE inhibition below about 21%; note: strong numbers were not always called active
# SIAH1 antagonists: Siah-1 peptide-binding antagonists, primary screen, biochemical, fluorescence polarization, rhodamine-plectin, uHTS (AID 1817); E3 ubiquitin-protein ligase SIAH1 (Homo sapiens); Siah-1 / rhodamine-plectin peptide fluorescence polarization; higher % means a stronger effect; displacement, % at 20 µM, or IC50 in µM where a hit was titrated; hit rate 0.02% among 290,000;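 active = displacement of at least 50% at 20 µM, with a fluorescence ratio check between 0.3 and a set limit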;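 note: plate controls were Siah plus tracer with DMSO for no effect and tracer alone without Siah for full effect; strong numbers were not always called active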
# NTR1 ag: agonists of NTR1, primary screen, imaging, U2OS cells, beta-arrestin-GFP, high content (AID 493036); NTR1-U2OS beta-arrestin-GFP spot imaging, agonist mode; activation, % at 20 µM; hit rate 0.17% among 330,000;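 active = activation at or above 40% of the spot to cytoplasm intensity ratio, with at least 20 cells analyzed; inconclusive = wells under 20 cells, flagged as cytotoxic or low count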;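 note: 0% = DMSO without peptide and 100% = 100 nM NTR1 peptide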
# Target sequence (P30989 whole entry, looked up): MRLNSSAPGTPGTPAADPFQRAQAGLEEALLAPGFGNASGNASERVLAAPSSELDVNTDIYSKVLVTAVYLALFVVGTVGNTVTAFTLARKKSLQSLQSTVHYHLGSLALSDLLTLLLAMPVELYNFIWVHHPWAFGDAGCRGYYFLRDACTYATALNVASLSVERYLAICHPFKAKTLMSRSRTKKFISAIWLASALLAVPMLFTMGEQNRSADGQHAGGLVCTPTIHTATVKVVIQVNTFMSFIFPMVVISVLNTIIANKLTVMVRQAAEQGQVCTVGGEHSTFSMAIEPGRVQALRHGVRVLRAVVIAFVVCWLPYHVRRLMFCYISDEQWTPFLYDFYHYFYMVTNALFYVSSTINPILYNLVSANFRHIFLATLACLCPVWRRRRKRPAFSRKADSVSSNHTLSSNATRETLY
# West Nile antiviral: West Nile virus antiviral activity, cell-based, CPE readout (AID 1621) | CPE inhibition, % at 10 µM; hits with a dose series show IC50 in µM | West Nile virus-infected cells, CPE inhibition; higher % means a stronger effect | hit rate 0.02% among 290,000; in the data active = a potency from the dose series; inconclusive = CPE inhibition mostly from about 3.7% at the one dose, without a potency; inactive = the rest, 99 in 100 with CPE inhibition below about 2.2%; note: strong numbers were not always called active
# MgcRacGAP inhibition: MgcRacGAP GTPase-activating activity inhibitors, confirmation, biochemical, ADP Hunter fluorescence | Rac GTPase-activating protein 1 (Homo sapiens) | MgcRacGAP-stimulated Rac1 GTP hydrolysis, ADP Hunter fluorescence; higher % means a stronger effect; GST-tagged Rac1 F28L mutant substrate | inhibition, % at 30 µM; hits with a dose series show IC50 in µM | hit rate 0.6% among 340,000 | AID 624330, 2012;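 active = first-screen hits whose inhibition reached a set limit at any dose in the follow-up dose series; inconclusive = inhibition above the set first-screen limit but never retested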;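 note: fluorescence reports GDP produced by GAP-driven GTP hydrolysis; strong numbers were not always called active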
# Large T inhibition: SV40 large T antigen inhibitors, biochemical (AID 1903); SV40 large T antigen ATPase/helicase inhibition assay; higher % means a stronger effect; inhibition, % at 20 µM; hits with a dose series show IC50 in µM; hit rate 0.39% among 310,000; in the data active = a potency from the dose series; inconclusive = inhibition mostly from about 32% at the one dose, without a potency; inactive = the rest, 99 in 100 with inhibition below about 32%; note: strong numbers were not always called active
# Dengue-2 NS5 capping: Dengue-2 NS5 methyltransferase inhibitors, primary screen, biochemical, confirmation dose response (AID 588689) | Genome polyprotein (Dengue virus type 2 (strain 16681-PDK53)) | hit rate 0.3% among 340,000 | Dengue-2 NS5 methyltransferase capping enzyme assay, biochemical; higher % means a stronger effect | inhibition, % at 25 µM; hits with a dose series show IC50 in µM; in the data active = a potency from the dose series; inconclusive = inhibition above about 29% without an active follow-up result
# NTR1 ag cell count 20 µM: also measured in NTR1 ag; calls as there; cell count; measured here: cell count, cytotoxicity flag
# Dengue-2 NS5 capping pilot replicate: second read-out of Dengue-2 NS5 capping, no call of its own (marks repeat the call); inhibition, %; measured here: pilot screen replicate inhibition
# Numbers without * were called inactive; i = inactive; ? = inconclusive; / = no result given; [ ] = remark or other dose.
SMILES,K1F lysis inhibition,AID2073,RSV CPE inhibition,SIAH1 antagonists,NTR1 ag,NTR1 ag cell count 20 µM,West Nile antiviral,MgcRacGAP inhibition,Large T inhibition,Dengue-2 NS5 capping,others
CC1=C(C#N)C(=O)NC(=O)/C1=C\c1ccc(-c2cc(C)c(C)cc2[N+](=O)[O-])o1,-0.3%,47%,/,7%,/,/,0.0%,21%,18%,65µM*,
CCCOc1ccc2oc(=O)c3c(c2c1)CCCN3C(=O)CN(C)Cc1ccccc1,0.1%,7%,?,0%,4.7,70,-0.6%,9%,-4%,-6%,
Cc1ccc(NC(=O)C2CCN(S(=O)(=O)c3cccs3)CC2)c(O)c1,1.1%[50 µM],1%,20%,-3%,0.1,68,-0.9%,6%,13%,0%,
CCCc1nn(C)c(C(=O)Nc2ccc3ccccc3c2)c1Cl,-0.2%,4%,?,13%,9.9,70,-1.5%,-5%,1%,-3%,
Cc1ccc2nc(NC(=O)c3ccc(NS(=O)(=O)c4cccs4)cc3)sc2c1,4.3%,28%,55%,6%,-3.0,54,0.5%,-3%,8%,1%,
Cc1n[nH]c(=O)c2c(NC(=O)CSc3nnc(C4CC4)n3C)oc(C)c12,1.3%[50 µM],/,-2.0%,/,0.8,62,/,7%,16%,4%,
O=C(NNC(=O)c1cccc(Cl)c1)NNC(=O)c1cccc(Cl)c1,0.2%,/,/,/,3.8,79,/,-7%,/,1%,
O=C(O)C1CC(c2ccccc2F)=NO1 (stereo unspecified),-1.8%,5%,2.9%,3%,-0.3,82,-0.1%,-9%,-2%,-3%,
COc1ccc(S(=O)(=O)N(C)c2nc3ccccc3n3c(CC(C)C)nnc23)cc1,-5.2%,11%,2.4%,0%,4.4,50,0.1%,-13%,19%,-5%,
c1ccc2c(c1)CC(CN1CCNCC1)O2 (stereo unspecified),0.3%,-13%,0.2%,8%,2.2,55,-0.1%,12%,13%,2%,
COc1cc(OC)c2c(-c3cccc(-c4cccc(C)c4)c3)cc(=O)oc2c1,0.1%,/,/,/,0.7,49,/,8%,/,4%,Dengue-2 NS5 capping pilot replicate=-5.4
COc1ccccc1N1CCN(C(=O)c2nn(-c3ccccc3OC)c(=O)c3ccccc23)CC1,8.4%,-2%,/,1%,/,/,0.8%,8%,5%,-4%,
Cn1c(=O)oc2cc(S(=O)(=O)N3CCOCC3)ccc21,0.5%,9%,0.5%,3%,2.6,31,0.7%,11%,6%,3%,
Cc1c(N=C2NN=C(c3c[nH]c4ccccc34)CS2)c(=O)n(-c2ccccc2)n1C,0.4%,5%,5.5%,-6%,1.2,70,-0.1%,1%,19%,-8%,
CC(C)CCNC(=O)c1nnc(Cc2ccc(Cl)cc2)o1,-1.8%,3%,0.8%,-2%,-1.4,95,-0.3%,4%,0%,-3%,
CC(=O)Nc1ccc(NC(=O)CSc2nnc(NC(=O)C3CC3)s2)cc1,0.0%,16%,1.6%,1%,0.5,73,-0.5%,5%,14%,-1%,
CC(=O)c1c(C)[nH]c(C(=O)OCC(=O)Nc2cc(S(=O)(=O)N3CCCC3)ccc2Cl)c1C,2.0%[50 µM],4%,4.8%,9%,0.0,61,0.8%,4%,15%,1%,
c1ccc2c(c1)OCC(CNc1ncnc3nc[nH]c13)O2 (stereo unspecified),-1.4%,6%,1.1%,3%,2.6,49,0.1%,7%,1%,-3%,
Cn1c(SCC(=O)NCc2ccc3c(c2)OCO3)nnc1-c1cccs1,1.6%,-8%,1.4%,2%,9.6,77,-0.9%,7%,10%,-2%,
COC(=O)c1sc2nc(C)nc(SCC(=O)N3CCC(C(=O)O)CC3)c2c1C,-1.4%,6%,0.2%,1%,3.0,45,0.5%,9%,3%,-5%,
CCOC(=O)c1[nH]c2cc3c(cc2c1NC(=O)CN1CCCCC1C)OCO3 (stereo unspecified),/,17%,0.7%,2%,1.1,61,/,/,-1%,/,
CCOC(=O)C1CCN(C(=O)COC(=O)c2oc3ccccc3c2C)CC1,1.7%[50 µM],/,-0.3%,/,0.2,55,/,8%,0%,-4%,
CC(C)(C)NC(=O)Cn1c(SCC(=O)NC2CCCC2)nc2ccccc21,0.0%,10%,3.2%,-2%,-0.9,45,0.5%,4%,3%,-4%,
COc1cccc2cc(C(=O)NCc3ccc(F)cc3)c(=N)oc12,0.6%[50 µM],8%,2.1%,3%,14,65,-0.2%,4%,6%,-7%,
CC1=C(C(=O)OCc2ccccc2)N2C(=O)[C@@H](NC(=O)COc3ccccc3)[C@H]2SC1,0.8%,-10%,1.5%,2%,-0.5,94,-0.8%,-1%,2%,-2%,
COc1cc(C[C@H](C)[C@H](C)Cc2ccc3c(c2)OCO3)ccc1O,-0.3%,2%,0.8%,2%,10,95,-0.8%,4%,12%,-2%,
CCOC(=O)N1CCC(N2CCN(Cc3ccc(C)o3)C(CCO)C2)CC1 (stereo unspecified),-3.6%,7%,0.3%,5%,-0.2,36,-0.5%,2%,5%,4%,
CN1CC(=O)NC1=NC(=O)C12CC3CC(CC(C3)C1)C2,1.0%,0%,0.4%,-1%,0.5,48,0.1%,9%,4%,6%,
CCOC(=O)Cc1csc(NC(=O)NC2(C(F)(F)F)Oc3ccccc3O2)n1,5.5%,0%,-0.2%,-3%,7.0,42,0.3%,7%,31%,34%,Dengue-2 NS5 capping pilot replicate=2.0
O=C(COC(=O)COc1cccc(F)c1)NCC1CCCCC1,1.4%[50 µM],/,/,/,-0.6,51,/,0%,/,-10%,

# Among those listed so far, 2 have a COOH group:
SMILES,K1F lysis inhibition,AID2073,RSV CPE inhibition,SIAH1 antagonists,NTR1 ag,NTR1 ag cell count 20 µM,West Nile antiviral,MgcRacGAP inhibition,Large T inhibition,Dengue-2 NS5 capping,others
O=C(O)C1CC(c2ccccc2F)=NO1 (stereo unspecified),-1.8%,5%,2.9%,3%,-0.3,82,-0.1%,-9%,-2%,-3%,
COC(=O)c1sc2nc(C)nc(SCC(=O)N3CCC(C(=O)O)CC3)c2c1C,-1.4%,6%,0.2%,1%,3.0,45,0.5%,9%,3%,-5%,

# The list continues.
SMILES,K1F lysis inhibition,AID2073,RSV CPE inhibition,SIAH1 antagonists,NTR1 ag,NTR1 ag cell count 20 µM,West Nile antiviral,MgcRacGAP inhibition,Large T inhibition,Dengue-2 NS5 capping,others
CC1(C)N([O-])C2=C(c3ccccc3C2=O)[N+](=O)C1(C)C,-0.3%,-12%,3.0%,1%,0.1,34,1.0%,-2%,14%,-7%,
Cc1ccc(NC(=O)C/C(N)=N/OC(=O)Nc2cccc(Cl)c2)cc1,-0.2%[50 µM],/,2.3%,/,0.9,86,/,4%,/,6%,
O=C(NC1(C(F)(F)F)N=C2SCCN2C1=O)c1cccnc1 (stereo unspecified),-1.5%,-18%,-0.1%,-7%,-0.1,38,1.2%,4%,5%,-4%,
C/C=C(\C)C(=O)NNC(=O)c1sc(-c2ccccc2)nc1C,-1.6%,-13%,/,8%,1.8,57,0.1%,1%,11%,1%,
CC(Sc1nnc(-c2ccco2)n1N)C(=O)NCC1CCCO1 (stereo unspecified),0.5%[50 µM],/,1.8%,/,-0.9,98,/,2%,/,-13%,
O=C(CSc1nc2c(c(C(F)(F)F)n1)CCc1ccccc1-2)NCc1ccc(F)cc1,4.5%,10%,-1.1%,5%,3.1,43,1.0%,6%,6%,1%,
Cc1ccc(S(=O)(=O)N2CCC(C(=O)Nc3nnc(COc4ccccc4)s3)CC2)cc1,i,1%,/,-3%,/,/,-0.8%,-1%,3%,-8%,
COc1ccc(NC(=O)C2CCCN(S(=O)(=O)c3ccc(Cl)cc3)C2)cc1OC (stereo unspecified),-0.1%,2%,2.4%,-1%,0.9,60,-0.3%,-6%,15%,1%,
O=C(c1ccc(OC2CCN(Cc3ccc(C(F)(F)F)cc3)CC2)cc1)N1CCCCC1,0.1%,1%,0.2%,-3%,3.8,56,0.0%,17%,10%,-3%,
CCOC(=O)CSc1nnc(-c2c[nH]c3ccccc23)n1CC,-1.5%,-3%,0.4%,-4%,1.0,101,0.0%,2%,0%,0%,
Cc1cc(C(=O)COC(=O)c2ccc(O)cc2)c(C)n1CCc1ccc(F)cc1,1.1%,14%,4.3%,-2%,1.8,56,0.8%,3%,16%,-7%,
COc1cc(/C=C/C(=O)Nc2ccc(OC)c(S(=O)(=O)N3CCOCC3)c2)ccc1OCC#N,-0.3%,/,/,/,2.4,66,/,4%,/,-8%,
CN(C)c1ccc(C(=O)Nc2nc3c(s2)CCCC3)cc1,0.4%,11%,8.8%,1%,5.4,51,0.0%,1%,1%,-4%,
COc1ccc(C2CC(c3cccs3)=Nc3ccccc3S2)cc1 (stereo unspecified),0.3%,6%,0.8%,-13%,3.6,46,1.1%,21%,26%,-1%,
COc1ccc2cc1Oc1ccc(cc1)CC1c3c(cc(OC)c4c3Oc3cc5c(cc3O4)CCNC5C2)CCN1C (stereo unspecified),?,43%,0.9%,-3%,25,89,-1.0%,10%,-1%,-10%,
CC(NC(=O)/C(C#N)=C/c1ccc(C(=O)O)cc1)c1ccccc1 (stereo unspecified),-0.3%[50 µM],/,-0.7%,/,0.6,64,/,-12%,2%,22%,
C[C@@H]1COC(=O)[C@H](CC(=O)OC(C)(C)C)C/C=C\C[C@H](CC(=O)NCCO)C(=O)N1,0.8%,/,/,/,-1.0,60,/,11%,/,-9%,
Cc1oc(-c2cccc(Cl)c2)nc1CS(=O)(=O)CC(=O)NCCN1CCOCC1,0.4%,7%,1.2%,-1%,-0.4,64,-1.0%,3%,4%,2%,
COc1ccc(N=C2SC(CC(=O)Nc3ccc(F)cc3)C(=O)N2Cc2ccco2)cc1 (stereo unspecified),2.8%,28%,7.7%,-2%,7.8,64,-0.4%,8%,14%,-1%,
CCC(=O)N(CCc1ccccc1C)Cc1cc2ccc(C)cc2[nH]c1=O,0.3%,-3%,5.3%,-1%,0.3,65,-0.6%,12%,14%,3%,
O=C(NNC(=O)c1sc2ccccc2c1Cl)Nc1ccc(Cl)cc1,1.4%,17%,2.1%,-2%,-1.4,56,0.1%,13%,-1%,-2%,

# Bioassay records deposited in PubChem BioAssay by several laboratories.
